Screening data (PubChem)
TDP1 inh = inhibitors of human tyrosyl-DNA phosphodiesterase TDP1. Q9NUW8. recombinant TDP1, AlphaScreen DNA substrate cleavage. Potency, µM (titrated, usually from 130 µM), inactives show at the top dose activity change, negative = inhibition, usual class: inhibitors. 350,000 tested, 0.28% active. AID 485290; further: nearly all actives have a fitted effect of over 40% in size
Target sequence (Q9NUW8 whole entry, looked up): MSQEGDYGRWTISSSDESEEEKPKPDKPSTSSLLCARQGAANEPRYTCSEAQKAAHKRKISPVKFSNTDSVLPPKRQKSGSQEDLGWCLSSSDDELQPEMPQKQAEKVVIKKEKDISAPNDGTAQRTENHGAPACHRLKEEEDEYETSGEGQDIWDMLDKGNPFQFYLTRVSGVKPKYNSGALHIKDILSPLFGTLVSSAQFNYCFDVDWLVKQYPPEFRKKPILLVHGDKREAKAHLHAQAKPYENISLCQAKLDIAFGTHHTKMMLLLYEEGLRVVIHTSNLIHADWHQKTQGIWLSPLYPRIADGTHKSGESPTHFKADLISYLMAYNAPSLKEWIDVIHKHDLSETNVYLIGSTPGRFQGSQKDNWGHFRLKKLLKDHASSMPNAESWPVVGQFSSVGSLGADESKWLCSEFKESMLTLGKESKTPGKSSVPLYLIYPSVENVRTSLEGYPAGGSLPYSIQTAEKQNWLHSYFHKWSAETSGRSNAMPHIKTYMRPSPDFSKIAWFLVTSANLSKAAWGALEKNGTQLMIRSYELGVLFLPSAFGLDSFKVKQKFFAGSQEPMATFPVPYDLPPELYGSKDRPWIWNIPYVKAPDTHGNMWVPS
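Enzyme-compound mixtures sat 15 min at room temperature, followed by a 5 min reaction with 15 nM final substrate and 10 min with AlphaScreen beads. Recombinant human Tdp1 was used at 1 nM final.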
TDP1 cell CPT = DT40-hTDP1 cell growth loss with CPT. chicken DT40 Tdp1-/-;hTDP1 cells + 20 nM CPT, ATP luminescence, 48 h. Potency, µM (highest dose often 46.2 µM), for the others: top-dose activity change, negative = growth inhibition, most hits filed as inhibitors. 420,000 tested, 12% active. AID 686979; further: nearly all actives have a fitted effect of over 55% in size
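Chicken DT40 Tdp1-/- cells stably complemented with human TDP1 were seeded at 400 cells/well in medium containing 20 nM camptothecin, exposed to pin-transferred compounds, and grown at 37 °C for at least 48 hr. Viability was read as ATP luminescence.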
TDP1 cell noCPT = qHTS for Inhibitors of human tyrosyl-DNA phosphodiesterase 1 (TDP1): qHTS in cells in absence of CPT; DT40 Tdp1-/- hTDP1 cells, no CPT, ATP luminescence, 48 h; Potency, µM (series often up to 46.2 µM), inactives show at the top dose activity change, negative = growth inhibition, most hits filed as inhibitors; 420,000 tested, 15% active; AID 686978, 2013; further: nearly all actives have a fitted effect of over 55% in size
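Chicken DT40 Tdp1-/- cells complemented with human TDP1, screened without camptothecin (DMSO vehicle only), 400 cells/well. Compounds pin-transferred, cells incubated at 37 °C for at least 48 hr. Growth read as ATP-dependent luminescence (CellTiter-Glo, 30 min at RT).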
Active calls of the source: *; ? = inconclusive; nt = not tested or not shown; & = joins results of further samples; [ ] = remark or other dose. The call rests on the fitted dose curve; in most records, active means well fitted curve in the direction sought with a large enough effect; inconclusive means small, poorly fitted or top-dose-only effect, or another doubt; inactive means no such curve, though single readings can be large; an effect the other way counts as inactive or inconclusive. On the % scale 0 is the no-effect control and ±100 the full control effect; potency means the concentration at half of the fitted maximal effect.

Value order – TDP1 inh	TDP1 cell CPT	TDP1 cell noCPT
> COC(=O)CCc1c(C)c(C(=O)c2ccco2)c2ccccn12
→ 0%	4%	-5%
> CCOc1ccccc1NC(=O)C1CCCN(S(=O)(=O)c2cccc3cccnc23)C1 (stereo not drawn)
→ 2%	?	?
> C=CCNc1nc(SCC=C)nc2ccsc12
→ 0%	?	?
> C/C(=N\OC(=O)c1ccc(Cl)cc1)c1sc(-c2ccccc2)nc1C
→ 3%	?	?
> O=Cc1c(N2CCCCCC2)nc2ccccn2c1=O
→ 2%	1%	-9%
> CCOc1ccc(N(CC(=O)NCc2ccco2)S(=O)(=O)c2ccc(OC)c(OC)c2)cc1
→ nt	8%	-1%
> CC(C)Oc1ccc(CN2CCCC(CO)(Cc3ccc(F)cc3)C2)cc1 (stereo not drawn)
→ 2%	?	?
> CCC(=O)N1CCC(C(N)=O)(N2CCCCC2)CC1
→ 2%	8%	-3%
> C=CCOC(=O)C1=C[C@H](c2csc3ccccc23)C[C@H](OCc2ccc(CO)cc2)O1
→ nt	?	21µM*
> CCC1(C)NC(=O)N(CC(=O)Nc2cc(C)on2)C1=O (stereo not drawn)
→ 0%	-5%	-7%
> Cc1cc(NC(=O)Nc2cc(Cl)sc2Cl)no1
→ nt	11%	-1%
> O=C(CC1CCCCC1)NCc1ccc(Cl)cc1
→ nt	8%	-13%
> C/C=C/C=N/NC(=O)CN(c1ccc(Br)cc1)S(=O)(=O)c1ccccc1
→ 5%	5%	-9%
> CCCCOc1ccc(C(=O)NCC(=O)N2CC=C(c3ccccc3)CC2)cc1
→ nt	?	?
> O=C(CCCOC(=O)c1ccc(O)cc1O)c1ccc(Br)cc1
→ -8%[0.505 µM]	?	23µM*
> Cc1cc(C)nc(SCC(N)=O)n1
→ 5%	-17%	?
> COc1ccc(CNC(=O)c2cc3cc4ccc(C)cc4nc3o2)cc1
→ -2%	?	23µM*
> CN1CCN(C(=O)c2ccccc2NC(=O)c2ccc(C(C)(C)C)cc2)CC1
→ 0%	-3%	-2%
> CC1(C)CC(=O)c2cnc(NC3CC3)nc2C1
→ -8%	9%	2%
> CCCCc1c(C)[nH]c2nc3ccccc3n2c1=O
→ nt	1%	1%
> CCN1CCN(c2cc3c(nn2)Oc2ccccc2N3C)CC1
→ -5%	?	?
> O=C(c1ccc(Cl)c(S(=O)(=O)N2CCOCC2)c1)N1CCCC1
→ nt	-4%	-2%
> CC[C@]12c3[nH]c4ccc(OC)cc4c3CCN1C(=O)C(CC(=O)NCCCOC)C[C@@H]2C(=O)N1CCN(C(=O)C2CC2)CC1 (stereo partly drawn)
→ 1%[56.1 µM]	?	3%
> O=C(C[n+]1cccc2cc(Cl)ccc21)c1ccc(I)cc1
→ nt	11µM*	11µM*
> O=C(CNS(=O)(=O)c1cccc(Br)c1)NCCCc1ccccc1
→ 6%	?	?
> O=C(CCN1C(=O)c2ccccc2C1=O)N1CCN(C2c3ccccc3-c3ccccc32)CC1
→ 5%	-15%	-6%
> O=C(NCc1cccnc1)C(=O)NCC1OCCN1S(=O)(=O)c1ccc(F)cc1 (stereo not drawn)
→ -1%	6%	-1%
> COc1ccc(NC(=O)NC2(C(=O)N3CCCCC3)CCCCC2)cc1
→ 12%	?	?
> CCCCCc1cc(=O)oc2c(C(CCN3CCCC(C)C3)c3ccc(OC)cc3)c(OC)cc(OC)c12 (stereo not drawn)
→ nt	?	23µM*
> O=C(O)C1Cc2ccccc2CN1C(=O)COc1ccc(Cl)cc1 (stereo not drawn)
→ ?	-2%	-27%
> Cc1ccc(N(C(=O)Cn2nnc3ccccc32)C(C(=O)NCc2ccco2)c2ccc(C)o2)cc1 (stereo not drawn)
→ 3%	-11%	-29%
> COCOc1cccc(CN2CCC2(C)C(=O)NCCNC(C)=O)c1 (stereo not drawn)
→ nt	2%	24%
> O=C(COc1ccccc1)Nc1cc2c3c(c1)CC(=O)N3CCC2
→ 0%	-29%	-10%
> COc1cc(OC)cc(C(=O)NNC(=O)c2ccc3ccccc3n2)c1
→ -4%	5.2µM*	5.2µM*
> CC(C)(C)c1ccc(/C=C(\C#N)C(=O)NCCN2CCOCC2)cc1
→ 5%	-17%	-16%
> CCCc1nnc(SCC(=O)Nc2ccc(OC)cc2)n1N
→ 7%	1%	12%
> O=C(c1ccncc1)N1CCN(c2ccc(F)cc2)CC1
→ 0%	-14%	0%
> CC1CCc2nn(CC(=O)NCCN3CCCCC3C)cc2C1 (stereo not drawn)
→ -3%	-5%	-9%
> O=C(N/N=C/c1ccncc1)c1ccc2c(c1)OCO2
→ 4%	1%	-21%
> O=C1C=C(c2cc(Cl)cc(Cl)c2)C[C@@H](c2ccc(F)cc2)C1
→ -1%	-7%	-7%
> CCCOc1ccc(C(=O)C(CN2CCOCC2)c2ccccc2)cc1 (stereo not drawn)
→ 2%	13µM*	8.2µM*
> COC(=O)C1N[C@@H]([C@@H](NC(=O)COc2ccccc2)C(=O)NC2CC2)SC1(C)C (stereo partly drawn)
→ nt	-11%&-21%	-1%&-5%
> Cc1ccc(S(=O)(=O)NC(CC(N)=O)C(=O)O)cc1 (stereo not drawn)
→ 1%	-8%	-29%
> COCCCN=CC1=C(O)CC(C)(C)CC1=O
→ 1%	-9%	1%
> COc1ccc(-c2cn3nc(N4CCC(C(=O)Nc5ccc(C)cc5)CC4)sc3n2)cc1
→ 4%	?	21µM*
> CCOC(=O)c1c(NC(=O)CN2C(=O)CN(C)C2=O)sc(C)c1C
→ -1%	-20%	?
> CS(=O)(=O)Nc1ccc(N2CCN(c3ccc(C(F)(F)F)cn3)CC2)nc1
→ 5%	?	?
> Cc1nn(-c2ccc(Cl)cc2Cl)c(C)c1C(=O)O
→ 8%	0%	-6%
> CC(Cl)C(=O)N1c2ccccc2CCc2ccccc21 (stereo not drawn)
→ nt	?	13µM*
> CCOC(=O)c1c(CC(C)C)csc1NC(C)=O
→ 5%	8%	-10%
> O=C(COC(=O)Cn1cnc2ccccc2c1=O)NCc1ccccc1
→ -11%[0.505 µM]	?	?
> COCc1cc(C)nc(SCC(=O)Nc2nc(C)cs2)c1C#N
→ 1%	?	16µM*
> CC(C)(C)OC(=O)N[C@@H](Cc1ccccc1)C(=O)N[C@@H](CO)[C@H](O)[C@@H]1C[C@@H]1C(=O)N1CCCC1
→ nt	-6%	0%
> COc1ccccc1C1(CCNC(C)c2cccs2)CCOC(C(C)C)C1 (stereo not drawn)
→ -3%	?	?
> CCc1nc2c(OCCn3cccc3)cccn2c1N(C=O)Cc1ccccc1
→ nt	?	?
> O=C(CCC(=O)c1cccs1)NCc1cccc(Cl)c1
→ nt	-14%	-3%
> CCOc1cc(/C=N/NC(=O)c2nnn(-c3nonc3N)c2C)ccc1OCc1cccc(F)c1
→ 3%	-14%	-13%
> C=CCn1c(SCc2ccc(Cl)cc2)nc2cc(C(=O)N3CCC(C(N)=O)CC3)ccc2c1=O
→ 3%	?	?
> N#Cc1c(NC(=O)CCCN2C(=O)c3ccccc3C2=O)oc(-c2ccccc2)c1-c1ccccc1
→ 3%	?	?
> O=c1c2ccccc2sn1-c1ccccc1F
→ nt	2.6µM*	2.9µM*

Later entries:
Value order – TDP1 inh	TDP1 cell CPT	TDP1 cell noCPT
> CCOc1ccc(NC(=O)c2ccc(F)c(S(=O)(=O)N3CCCC3)c2)cc1
→ nt	9.2µM*	12µM*
> Oc1ccccc1N1CCN(C(=S)NCc2ccccc2)CC1
→ 1%	?	?
> CC1CCCCC1NC(=O)CN1C(=O)NC(C)(c2ccc(OC(F)F)cc2)C1=O (stereo not drawn)
→ -3%	?	-27%
> Cc1ccc2oc(=O)n(CCNC(=O)Nc3ccc(Cl)cc3)c2c1
→ 0%	23µM*	16µM*
> O=C(Cc1ccccc1)Nc1nc2ccccc2[nH]1
→ 3%	13µM*	7.3µM*
> O=C(/C=C/c1ccccc1)Nc1ccc(Br)cn1
→ 0%	2.3µM*	2.3µM*
> Cc1ccccc1NC(=O)CSc1ccc(-c2cccnc2)nn1
→ 2%	-2%	?
> COc1ccc2c(c1)c1c(c(=O)n(-c3ccc(F)c(Cl)c3)c(=O)n1CC(=O)N1CCCC1)n2C
→ 3%	-1%	12%
> O=C(N/N=C/c1ccc(OC(F)F)cc1)c1ccc(CSc2nc3ccccc3[nH]2)cc1
→ 2%	?	?
> COc1cccc(/C=N/n2c(N)c(S(=O)(=O)c3cccs3)c3nc4ccccc4nc32)c1
→ 2%	-24%	?
> CCOC(=O)[C@]12CCC=C1N(Cc1ccccc1)C(=O)[C@H](CC(=O)N1CCCC1)C2
→ nt	-16%	-26%
> O=C(COC(=O)c1ccccc1-c1ccccc1[N+](=O)[O-])c1ccccc1
→ -1%	?	?
> COc1cc2[nH]c(=S)nc(NCCc3ccc(S(N)(=O)=O)cc3)c2cc1OC
→ -10%	0%	0%
> COc1ccccc1NC(=O)N(C)C[C@@H]1OCc2cnnn2CCCC(=O)N([C@H](C)CO)C[C@@H]1C
→ nt	4%	-10%
> CC(=O)Nc1ccc(NC(=O)CSc2nc3nc(-c4cccs4)cc(C(F)(F)F)c3c(=O)[nH]2)cc1
→ nt	-23%	-10%
> Cn1c(C(O)c2ccccc2F)nc(Cl)c1Cl (stereo not drawn)
→ 5%	2%	1%
> N#C/C(=C\c1ccc([N+](=O)[O-])cc1)c1ccccn1
→ 10%	?	23µM*
> COc1cc2cc(C(c3nnnn3C3CCCC3)N3CCCCC3)c(=O)[nH]c2cc1OC (stereo not drawn)
→ -2%	-29%	-29%
> COc1ccc(/C=C/C(=O)Nc2cc(S(=O)(=O)N3CCOCC3)ccc2OC)cc1
→ 1%	-27%	-16%
> Fc1ccc(-n2c(=S)[nH]c3cccnc32)cc1
→ nt	-29%	?
> CC1(c2nnnn2-c2ccc3c(c2)OCCO3)CCC(=O)N1CC1CCCCC1 (stereo not drawn)
→ nt	-16%	?
> Cc1c(O)ccc2c(CN(C)Cc3ccccc3)cc(=O)oc12
→ nt	?	18µM*
> CCOC(=O)c1cnn(-c2ccccc2)c1NC(=O)CN1CCOCC1
→ nt	2%	3%
> CN(C)c1ccc(NC(=O)CSC2=Nc3ccccc3C3=NC(CCC(=O)NCc4cccs4)C(=O)N23)cc1 (stereo not drawn)
→ 9%	?	?
> Cc1nn(-c2ccc(F)cc2F)c(=O)c2noc(C)c12
→ -1%	0%	-4%
> Cc1cc(=O)[nH]c(SCCc2ccccc2)n1
→ nt	-12%	-25%
> Cc1cccc(C)c1Nc1sc(C(=O)c2ccccc2)c(N)c1S(=O)(=O)c1ccccc1
→ 0%	4.6µM*	3.7µM*
> O=C1CCCN1CCCNC(=S)Nc1ccc(F)c(Cl)c1
→ -4%	?	?
> CNc1ncnc2c1ncn2[C@@H]1O[C@H](CO)[C@@H](O)[C@H]1O
→ 2%	?	-23%&1%
> COc1cccc(C(=O)OCC(=O)NCCCc2ccccc2)c1
→ nt	-9%	15%

Structures shown so far containing a COOH group, in the order listed:
Value order – TDP1 inh	TDP1 cell CPT	TDP1 cell noCPT
> O=C(O)C1Cc2ccccc2CN1C(=O)COc1ccc(Cl)cc1 (stereo not drawn)
→ ?	-2%	-27%
> Cc1ccc(S(=O)(=O)NC(CC(N)=O)C(=O)O)cc1 (stereo not drawn)
→ 1%	-8%	-29%
> Cc1nn(-c2ccc(Cl)cc2Cl)c(C)c1C(=O)O
→ 8%	0%	-6%

Additional compounds:
Value order – TDP1 inh	TDP1 cell CPT	TDP1 cell noCPT
> C=C(C)Cn1c(SCC(=O)O)nnc1-c1ccc(C(C)(C)C)cc1
→ -2%	-22%	-5%
> CC(CN1CCOCC1)OC(=O)c1ccccc1Br (stereo not drawn)
→ 0%	-1%	-29%
> Cc1ccc(Cl)cc1N1CCN(C(=O)c2ccc3nc(N4CCC(C)CC4)sc3c2)CC1
→ -3%	21µM*	21µM*
> CCCOc1ccc(CCc2n[nH]c(=S)n2Cc2ccccc2)cc1
→ 3%	?	21µM*
> CN(C)S(=O)(=O)c1cc(NC(=O)COC(=O)Cc2ccc(Cl)cc2Cl)ccc1Cl
→ 3%	-23%	-5%
> COc1ccccc1NC(=O)c1ccc2c(Cl)c3c(nc2c1)CCCC3
→ 2%	0%	-2%
> COC(=O)c1cccc(NC(=S)Nc2cccc(Cl)c2C)c1
→ 0%	?	?
> CCOC(=O)c1sc(NC(=O)C(C)Sc2nc(N)cc(=O)[nH]2)nc1C (stereo not drawn)
→ -13%	1%	-11%

Among those listed so far, four have a cyano group:
Value order – TDP1 inh	TDP1 cell CPT	TDP1 cell noCPT
> CC(C)(C)c1ccc(/C=C(\C#N)C(=O)NCCN2CCOCC2)cc1
→ 5%	-17%	-16%
> COCc1cc(C)nc(SCC(=O)Nc2nc(C)cs2)c1C#N
→ 1%	?	16µM*
> N#Cc1c(NC(=O)CCCN2C(=O)c3ccccc3C2=O)oc(-c2ccccc2)c1-c1ccccc1
→ 3%	?	?
> N#C/C(=C\c1ccc([N+](=O)[O-])cc1)c1ccccn1
→ 10%	?	23µM*

The order is random. About 18% of those tested had a hit in this group.
